# Rin1 Abl inh – blocks binding of human Rin1 to Abl. 360,000 compounds, 0.4% hits. TR-FRET Rin1/Abl binding, biochemical. inhibition, % at 7.35 µM. P00519+Q13671; in the data active = inhibition above about 5%, passing the limit was not always enough
# Neddylation inh – inhibitors of human cullin neddylation; calls only at 25 µM; 360,000 compounds, 0.58% hits; AID 651699; TR-FRET cullin neddylation, biochemical; in the data active = inhibition above about 36%
# bovine MsrA act – bovine methionine sulfoxide reductase A activation | activation, % at 10.6 µM | purified bovine MsrA, absorbance read-out | 360,000 compounds, 0.3% hits | AID 602163; in the data active = activation above about 7.5%;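 note: 0% = vehicle and 100% = reference activator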
# TbMetRS inhib – Trypanosoma brucei MetRS inhibition. purified T. brucei MetRS, ATP depletion, Kinase-Glo luminescence. 360,000 compounds, 0.4% hits. inhibition, % at 11.9 µM;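 active = inhibition above a per-plate cutoff of the control wells' mean inhibition plus 3 SD, cut at about 5.5% in these data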;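 note: 0% = DMSO wells median and 100% = median of wells with control inhibitor compound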
#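 Assay system: T. brucei methionyl-tRNA synthetase, purified | Medium: HEPES buffer with MgCl2, KCl, DTT, spermine, BSA, pyrophosphatase | Compound: 11.9 µM single point | Incubation: 15 min enzyme-compound preincubation, 2 h reaction, 10 min detection, 25 °C | Measured by: Kinase-Glo luciferase luminescence reporting remaining unconsumed ATP | Measure: % inhibition normalized to control-well medians | Replication: Singlicate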
# E coli Lon inh – inhibits E. coli Lon protease | P0A9M0 | purified E. coli Lon protease, fluorescence polarization | inhibition, % at 7.94 µM | 360,000 compounds, 0.42% hits; in the data active = inhibition above about 13%, passing the limit was not always enough;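 note: 0% = enzyme with probe and DMSO and 100% = no enzyme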
# Target sequence (P0A9M0 whole entry, looked up): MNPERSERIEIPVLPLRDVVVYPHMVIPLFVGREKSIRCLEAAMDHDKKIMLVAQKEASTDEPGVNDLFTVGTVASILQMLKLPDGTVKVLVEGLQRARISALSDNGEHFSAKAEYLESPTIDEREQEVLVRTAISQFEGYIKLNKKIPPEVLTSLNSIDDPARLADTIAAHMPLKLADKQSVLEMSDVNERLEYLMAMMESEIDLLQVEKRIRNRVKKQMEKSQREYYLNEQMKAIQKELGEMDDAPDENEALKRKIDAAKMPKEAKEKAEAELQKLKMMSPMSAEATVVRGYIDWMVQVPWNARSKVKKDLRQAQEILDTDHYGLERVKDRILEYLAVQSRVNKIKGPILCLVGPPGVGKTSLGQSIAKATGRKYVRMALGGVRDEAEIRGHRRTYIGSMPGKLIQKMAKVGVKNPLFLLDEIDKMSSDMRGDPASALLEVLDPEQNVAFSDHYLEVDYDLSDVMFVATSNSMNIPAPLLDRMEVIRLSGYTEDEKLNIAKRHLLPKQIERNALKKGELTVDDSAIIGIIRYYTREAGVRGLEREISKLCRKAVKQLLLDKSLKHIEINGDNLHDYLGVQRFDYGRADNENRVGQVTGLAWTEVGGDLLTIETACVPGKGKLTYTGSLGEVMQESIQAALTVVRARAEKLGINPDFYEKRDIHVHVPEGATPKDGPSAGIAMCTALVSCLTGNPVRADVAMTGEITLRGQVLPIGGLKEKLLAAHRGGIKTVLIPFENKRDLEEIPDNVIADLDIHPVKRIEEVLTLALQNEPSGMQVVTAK
# PABP1 MLLE inh – blocks PAM2 peptide binding to the PABP1 MLLE domain | GST-MLLE / FITC-PAM2 fluorescence polarization | inhibition, % at 20 µM | 360,000 compounds, 0.36% hits | P11940; in the data active = inhibition above about 35%, passing the limit was not always enough;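 note: plate controls were DMSO wells with GST-MLLE for no effect and wells lacking GST-MLLE protein for full effect; some results filed as inactive read as strong as hits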
# MsrA inhibitor – inhibits bovine methionine sulfoxide reductase A; inhibition, % at 15.5 µM; purified bovine MsrA, absorbance read-out; AID 651718; 360,000 compounds, 0.75% hits; in the data active = inhibition above about 4.5%;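 note: 0% = vehicle wells with enzyme and 100% = reference inhibitor wells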
# FAS TE block – blocks the thioesterase domain of human fatty acid synthase | 360,000 compounds, 0.67% hits | inhibition, % at 15 µM | P49327 | AID 602261 | recombinant FAS-TE, OMFH fluorogenic substrate, fluorescence endpoint;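 active = compounds whose normalised, plate-corrected inhibition of enzyme fluorescence in the single-dose primary screen is 50% or more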;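 note: 0% = DMSO with enzyme and 100% = substrate without enzyme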
# CSN deneddyl inh – CSN deneddylation inhibition | Q92905 | Purified CSN, SCF-Nedd8-OG deneddylation, fluorescence polarization | inhibition, % at 12.5 µM | 360,000 compounds, 0.38% hits | AID 651999;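 active = pattern-corrected inhibition above about 35%, with an unprinted fluorescence ratio check between 0.5 and 1.5, limit read from the data, passing the limit was not always enough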;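 note: 0% = enzyme with substrate and 100% = substrate without enzyme; some results filed as inactive read as strong as hits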
#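 assay system = purified human Csn5 enzyme expressed in HEK293T cells | amount = 0.24 nM enzyme | buffer or medium = Tris/NaCl/DTT buffer, pH 7.5 | reagent = 10 nM SCFSkp2-Nedd8OG | compound = one concentration, 12.5 µM, 0.25% DMSO | times = 90 min reaction at room temperature | signal = FP | read-out basis = % inhibition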
# * hit, by the source's call; i = inactive; · = not tested or not shown; + = active, no number; & = joins results of further samples; ! = a repeat was not active. A portion of the library; the hit share may differ from the screen's.
SMILES,Rin1 Abl inh,Neddylation inh,bovine MsrA act,TbMetRS inhib,E coli Lon inh,PABP1 MLLE inh,MsrA inhibitor,FAS TE block,CSN deneddyl inh
CN(C)CCOC(=O)c1cn(Cc2ccccc2)c2ccccc12,-1,i,-3,-0.8,0,6,-0.8,-7,1
Cc1c(C(c2ccc(Cl)cc2Cl)c2c(O)c3ccccc3oc2=O)c(=O)n(-c2ccccc2)n1C (configuration not stated),0,i,0,0.0,-5,-5,-1.4,-1,1
OC(c1cccc(Cl)c1)(c1cccc(Cl)c1)C1CN2CCC1CC2 (configuration not stated),2,i,-3,0.9,-2,-1,2.1,2,4
CCOc1ccc(-n2c(O)c(C=Nc3ccc(N(CC)CC)cc3)c(=O)[nH]c2=O)cc1,-5,i,-2,0.2,1,4,-0.7,-47,-7
O=S(=O)(c1ccccc1)N1CC1c1ccccc1 (configuration not stated),-1,i,-2,-0.1,9,4,0.6,-1,-5
CC(=O)Nc1ccc([As](=O)(O)c2ccc([N+](=O)[O-])cc2)cc1,-1,i,2,-0.8,2,17,-0.4,-6,-5
CCCCn1nnnc1C(CC)N1CCC2(CC1)C(=O)NCN2c1ccccc1 (configuration not stated),5,i,-2,-0.1,1,2,-0.2,-9,-5
CNC(=S)N/N=C1\C2CN3CCN(C2)CC1(c1ccccc1)C3,1,i,-3,-0.1,-4,16,-1.1,-18,-12
COc1ccc(CCNC(=O)c2c(N)n(CCN3CCOCC3)c3nc4ccccc4nc23)cc1,1,·,1,-0.5,-13,0,1.9,17,3
COc1cc(Cn2c(N)c(C(=O)NCc3ccco3)c3nc4ccccc4nc32)cc(OC)c1OC,-8,i,-1,-0.2,-6,11,1.7,-8,2
COCCOC(=O)c1c(N)n(Cc2ccccc2)c2nc3ccccc3nc12,0,·,-4,0.3,-9,18,2.5,5,-1
COC1C(O)C(C)OC(OC2C(Oc3cccc4c(O)c5c(=O)oc6ccc(C)c7c(=O)oc(c34)c5c67)OC(C)C(O)C2O)C1O (configuration not stated),0,+,-2,-0.1,2,10,-0.4,0,0
Fc1cccc(C2NCCc3[nH]cnc32)c1 (configuration not stated),-1,i,-3,0.1,9,5,0.2,-10,1
CCN(CC)C(=O)c1ccc(NC(=O)c2cccc(C(F)(F)F)c2)cc1,4,i,-4,-0.3,-6,0,-0.8,-1,-1
O=C(c1cccnc1)c1cc2ccccc2[nH]1,-2,i,-6,0.7,6,-3,3.1,-13,-2

# Filtered by structure, the entries above containing sulfur (two)
SMILES,Rin1 Abl inh,Neddylation inh,bovine MsrA act,TbMetRS inhib,E coli Lon inh,PABP1 MLLE inh,MsrA inhibitor,FAS TE block,CSN deneddyl inh
O=S(=O)(c1ccccc1)N1CC1c1ccccc1 (configuration not stated),-1,i,-2,-0.1,9,4,0.6,-1,-5
CNC(=S)N/N=C1\C2CN3CCN(C2)CC1(c1ccccc1)C3,1,i,-3,-0.1,-4,16,-1.1,-18,-12

# Next section
SMILES,Rin1 Abl inh,Neddylation inh,bovine MsrA act,TbMetRS inhib,E coli Lon inh,PABP1 MLLE inh,MsrA inhibitor,FAS TE block,CSN deneddyl inh
CCOC(=O)c1c(NC(=O)c2c(N)n(CCCOC)c3nc4ccccc4nc23)sc2c1CCCC2,-2,i,-4,-0.5,-12,4,-0.8,5,1
C[C@]12CCC3C(CC[C@@H]4C[C@H](O)CC[C@]34C)C1CCC2=O (some centres not stated),4,i,-2,-0.2,-9,4,0.6,-1,-7
Cc1c(N=Nc2c(O)n(C)c(=O)n(C)c2=O)c(=O)n(-c2ccccc2)n1C,1,i,-5,-1.0,-6,-3,0.5,-6,3
CN(C(=O)CN1CC=C(c2ccccc2)CC1)c1c(N)n(Cc2ccccc2)c(=O)[nH]c1=O,-1,i,2,0.0,3,1,-1.3,-3,-9
O=C(CF)NC(NC(=S)Nc1ccccc1O)C(Cl)(Cl)Cl (configuration not stated),-1,i,-11,-0.9,-11,19,1.2,-8,-2
CCOC(=O)CCN=Cc1c(O)n(-c2ccc(Br)cc2)c(=O)[nH]c1=O,4,i,-5,-0.2,-6,-2,-0.2,-6,-1
O=C(COC(=O)c1ccc(O)cc1)Nc1ccc(Cl)cc1C(=O)c1ccccc1,1,i,-1,-0.5,-5,-4,-1.2,32,2
c1ccc(C2CC3CC(c4ccco4)N2O3)cc1 (configuration not stated),-1,i,2,0.3,0,-3,0.4,-6,2
O=c1[nH]c(=S)n(CCC2=CCCCC2)c(O)c1C=NCc1cccnc1,0,i,-3,-0.6,-8,-5,-0.1,-8,-3
COC(=O)C1=C(c2ccc(OC)c(OC)c2)C[C@@H]2CC[C@H]1N2C(=O)N1CCc2cc(OC)c(OC)cc2C1,1,i,-1,0.0,-5,3,-0.8,-7,-1
CCCCC(=O)N/N=C/c1c(O)n(CCc2ccc(OC)c(OC)c2)c(=O)[nH]c1=O,0,i,-2,-0.8,-1,2,1.7,-17,1
Cc1cc(CN(C)C)c(OC(=O)N(C)C)cc1C,3,i,-1,-0.2,3,-14,-0.1,-7,1
CCn1cc(C(=O)NCc2ccccc2)c2ccccc21,0,i,-3,-0.7,-3,-2,-0.8,4,-7
CCOCC(=O)NC1CCSC1=O (configuration not stated),1,i,1,0.8,9,5,1.8,-3,3
O=C(COc1ccccc1)N1CCN(C/C=C/c2ccccc2)CC1,2,i,-2,0.5,-8,-1,-0.3,2,0
c1ccc(-c2nc(N3CCOCC3)s[n+]2-c2ccccc2)cc1,2,i,-3,-0.2,5,-30,0.4,-7,0
O=C(Cc1ccccc1)Oc1cccc(-n2cnnn2)c1,4,i,-2,0.1,0,-10,-0.3,3,3
CCCCCc1cc(O)c2c3c(c(=O)oc2c1)CN(C)CC3,8.0*,i,-3,0.7,-2,-3,-0.5,-10,6
CO[C@H]1C=CCCC=CC(=O)O[C@H]([C@H](C)C(=O)CCCC2CC(=O)NC(=O)C2)C(C)=C[C@@H](C)[C@@H]1O,·,i,-2,-0.2,-1,·,-0.5,-7,-4
COc1ccccc1OCC(=O)N1CCCC(N(C)Cc2ccccc2)C1 (configuration not stated),-2,i,-13,-0.9,-3,-3,0.6,-7,3
CC(C)CCCn1c(O)c(/C=C2/C=CC=N2)c(=O)[nH]c1=O,-4,i,-2,-0.3,-75,-4,0.2,-6,4
Cc1ccccc1OP(=O)(Oc1ccccc1C)N1CCOCC1,3,i,1,-0.2,0,-7,0.2,3,-1
O=c1c2ccccc2[nH]c(=S)n1-c1cccc(C(F)(F)F)c1,1,i,-2,0.3,5,-13,-0.7,6,3
COc1ccc(/C=C/C(=O)c2c(O)n(CCC3=CCCCC3)c(=O)[nH]c2=O)cc1OC,-4,i,-2,-0.2,-13,-80,3.9,0,33
O=C(N/N=C/c1c(O)n(-c2cccc3ccccc23)c(=O)[nH]c1=O)c1ccncc1,1,i,-1,0.3,-122,-133,-0.2,-2,32
O=c1[nH]oc2c1CCNC2,-3,i,-2,-0.9,-5,-3,0.6,-7,-5
Cc1nc2ccccc2c(=O)n1-c1nccs1,2,i,-3,0.0,-13,-2,0.2,2,-1
CCOC(=O)C(O)(c1ccc(NC(=S)NC(=O)c2ccc(Cl)cc2Cl)c(C)c1)C(F)(F)F (configuration not stated),1,i,0,0.3,0,26,-1.1,24,-2
COCCCn1c(N)c(C(=O)OCCOC)c2nc3ccccc3nc21,0,·,-3,0.1,-7,13,3.2,-4,1
O=P1(NCCCn2cc[n+](Cc3nc4ccccc4[nH]3)c2)C=C(c2ccccc2)OC(c2ccccc2)=C1,-3,i,-1,2.0,1,-8,-0.2,-3,5
CCN1C(=O)NC(=O)/C(=C/c2cc(C)n(-c3sc(C)c(C)c3C#N)c2C)C1=O,1,i,-4,0.9,-21,1,-0.4,-6,3
CC1(C)CN=C(NCc2ccccc2)S1,-3,i,-1,-0.5,3,-6,0.1,-12,-2
Cc1ccc(-n2c(O)c(C=NCc3cccnc3)c(=O)[nH]c2=O)cc1C,-2,i,3,0.3,7,-19,0.3,-7,0
CCOc1ccc(CN2CCCC(C(=O)c3ccccc3OC)C2)cc1 (configuration not stated),3,i,-1,-0.2,-12,-18,-0.5,-1,-1
N#C/C(=C\c1cccc(O)c1)C(=O)O,-3,i,-1,0.2,1,2,0.6,-1,-2
Cc1c(P(=S)(c2ccccc2)c2ccccc2)[n+]2ccccc2n1C,-1&2,i,-2&-4,-0.9&-0.6,-2&4,-11&-105,-1.0&0.4,-5&-6,74*!
CN1CCN(c2ccc3c(c2)S(=O)(=O)c2ccccc2C3=O)CC1,-8,i,-4,-0.2,-13,22,-0.1,-11,1
COc1cc(/C=N/NC(=O)CN2CC(c3ccccc3)CC2=O)ccc1OC(=O)N(C)C (configuration not stated),1,i,-9,-2.0,-5,-8,0.4,-7,5
CC(N)Cc1c[nH]c2ccc(Cl)cc12 (configuration not stated),-5,i,-5,-1.1,-11,12,0.0,-8,-4
O=C(COc1ccc(Cl)cc1)N(c1ccc(Cl)cc1)C1CN2CCC1CC2 (configuration not stated),-3,i,-3,-0.3,1,20,1.1,5,-4
CCCCn1c(O)c(C(CC)=NC(C)c2ccccc2)c(=O)[nH]c1=O (configuration not stated),-2,i,-2,0.2,-4,-8,-0.5,10,-6
CS(=O)(=O)N1CCN(C(=N)N[N+](=O)[O-])CC1,6,i,-7,-0.9,-5,6,-0.3,-6,1
C(=NC12CN3CN(CN(C3)C1)C2)c1cccnc1,3,i,-8,-0.3,-10,0,1.0,-2,1
COc1ccc(NC2Oc3cc4c(cc3C(c3cc(OC)c(OC)c(OC)c3)C2C)OCO4)cc1 (configuration not stated),5,i,-14,-0.8,-20,-14,0.7,22,-3
O=c1[nH]c(=O)n(CCc2ccccc2)c(O)c1C=NCCCn1ccnc1,0,i,1,1.7,4,-16,-0.2,-9,3
O=C1CC(=O)N(c2cccc(Cl)c2)C(=O)N1,-3,i,-12,-0.9,-27,-26,0.7,-6,5
CCN1CCN(c2nc([N+](=O)[O-])nn2C)CC1,-2,i,-4,-0.9,2,0,-0.4,-6,-2
N#C/C=C/C#N,-3,i,-3,-0.6,2,2,0.6,-5,0
NP(=O)(OCCCc1ccccc1)Oc1ccccc1 (configuration not stated),2,i,-2,0.2,1,3,0.8,-14,-2
CSc1ncc(/C=C2/C(=O)NC(=O)N(c3ccc(C(C)C)cc3)C2=O)cn1,3,i,-3,-0.4,-15,14,0.8,-5,3
Cn1cccc1CNCCc1ccc(F)cc1,-3,i,-10,-1.4,2,-1,0.6,-11,-3
CCCC1(CC(C)C)C(=O)NC(=S)NC1=O,5,i,-2,-0.4,-9,27,0.5,-6,-3
Cc1cc(S(=O)(=O)NCC(C)C)ccc1OCC(=O)N1CCN(Cc2ccccc2)CC1,1,i,-9,-0.2,0,7,-0.9,11,2
COc1ccc2c(C)c(CCC(=O)N3C[C@H]4C[C@@H](C3)c3cccc(=O)n3C4)c(=O)oc2c1,0,·,-2,-0.3,-3,11,3.6,-2,-1
COC(=O)C(O)(c1ccc(N(C)C)cc1)C(F)(F)F (configuration not stated),2,i,-7,-1.0,0,6,0.7,-4,-1
COc1ccc(Nc2ncc(C(=O)N3CCC4(CC3)OCCO4)c3ccccc23)cc1,-5,i,4,-0.9,-8,-4,3.9,-6,-1
